# Source: PubChem (Dana-Farber Cancer Institute and Novartis Institutes for BioMedical Research (Cambridge, Mass))
# USP28 inh: blocks human USP28 ubiquitin-rhodamine cleavage. purified USP28, Ub-rhodamine cleavage fluorescence, 30 min. inhibition, % at 25 µM. actives 3% (n = 47,000)
# OTUD3 inh: blocks human OTUD3 ubiquitin-rhodamine cleavage | AID 1645858 | inhibition, % at 25 µM | Q5T2D3 | actives 0.7% (n = 47,000) | purified OTUD3, Ub-rhodamine fluorescence, 2 h
# USP17 inh: blocks human USP17 ubiquitin-rhodamine cleavage; purified USP17, Ub-rhodamine cleavage fluorescence, 3 h; A8MUK1; inhibition, % at 50 µM; actives 6.5% (n = 47,000)
# USP8 inh: inhibitors of human USP8 deubiquitinase; P40818; purified USP8, Ub-rhodamine cleavage fluorescence, 30 min; inhibition, % at 20 µM; actives 4.2% (n = 47,000); AID 1645853
# UCHL1 block: inhibitors of human UCHL1 deubiquitinase; AID 1645859; P09936; inhibition, % at 20 µM; actives 0.2% (n = 47,000); purified UCHL1, Ub-rhodamine cleavage fluorescence
# Target sequence (P09936 whole entry, looked up): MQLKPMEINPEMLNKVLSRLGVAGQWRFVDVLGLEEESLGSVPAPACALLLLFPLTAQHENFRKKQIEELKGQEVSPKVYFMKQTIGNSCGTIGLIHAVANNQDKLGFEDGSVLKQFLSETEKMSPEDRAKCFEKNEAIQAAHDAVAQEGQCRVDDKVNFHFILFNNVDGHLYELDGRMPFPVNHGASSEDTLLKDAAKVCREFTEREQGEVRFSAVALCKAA
# USP7 inh: blocks human USP7 ubiquitin-rhodamine cleavage | Q93009 | purified USP7, Ub-rhodamine cleavage fluorescence | inhibition, % at 20 µM | actives 0.3% (n = 47,000) | AID 1645854
# USP30 block: blocks human USP30 ubiquitin-rhodamine cleavage; Q70CQ3; purified USP30, Ub-rhodamine cleavage fluorescence; inhibition, % at 25 µM; actives 5.3% (n = 47,000)
# USP10 inh: blocks human USP10 ubiquitin-rhodamine cleavage; purified USP10, Ub-rhodamine fluorescence, 60 min; actives 1.1% (n = 47,000); inhibition, % at 20 µM; Q14694
# Target sequence (Q14694 whole entry, looked up): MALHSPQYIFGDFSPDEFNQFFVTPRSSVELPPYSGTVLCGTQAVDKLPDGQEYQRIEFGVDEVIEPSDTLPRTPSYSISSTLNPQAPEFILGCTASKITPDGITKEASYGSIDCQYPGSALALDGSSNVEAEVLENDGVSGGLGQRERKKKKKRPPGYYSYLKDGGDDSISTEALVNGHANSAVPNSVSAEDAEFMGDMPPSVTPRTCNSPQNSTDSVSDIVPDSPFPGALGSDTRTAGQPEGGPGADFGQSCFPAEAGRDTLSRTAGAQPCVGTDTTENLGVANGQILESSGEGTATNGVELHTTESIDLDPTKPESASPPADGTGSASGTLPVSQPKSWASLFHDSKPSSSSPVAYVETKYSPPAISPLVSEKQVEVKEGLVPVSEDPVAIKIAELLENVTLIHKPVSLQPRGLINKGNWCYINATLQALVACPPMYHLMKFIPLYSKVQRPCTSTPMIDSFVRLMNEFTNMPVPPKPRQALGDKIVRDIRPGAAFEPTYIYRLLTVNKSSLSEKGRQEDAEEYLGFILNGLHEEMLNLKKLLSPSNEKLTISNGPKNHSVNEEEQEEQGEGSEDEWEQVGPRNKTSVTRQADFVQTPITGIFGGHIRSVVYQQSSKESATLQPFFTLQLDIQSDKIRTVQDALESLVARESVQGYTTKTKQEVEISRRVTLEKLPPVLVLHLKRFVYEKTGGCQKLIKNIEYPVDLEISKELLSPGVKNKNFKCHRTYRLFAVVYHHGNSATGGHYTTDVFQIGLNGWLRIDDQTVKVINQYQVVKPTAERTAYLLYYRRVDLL
# The depositor's hits bear a star; i = inactive; / = no result given. Rule as the data show it: active = inhibition above about 30%; inactive = the rest. This is a random part of the collection (roughly 13% active in at least one column).
SMILES,USP28 inh,OTUD3 inh,USP17 inh,USP8 inh,UCHL1 block,USP7 inh,USP30 block,USP10 inh
O=C(Cc1ccccc1F)NCC(=O)Nc1nc2ccccc2[nH]1,3.0,-3.3,14.8,-17.6,0.1,1.3,15.5,0.3
O=C(Nc1ccc2c(c1)OCO2)c1ccc(-c2ccc(N3CCOCC3)nn2)cc1,-15.1,-1.6,-2.3,-1.0,-3.6,3.1,-0.9,1.9
Cc1nc(C(=O)NCc2cccc(Cl)c2)c(C)n1C1CCN(S(C)(=O)=O)CC1,-50.7,-47.1,-18.8,-47.1,-14.6,-19.7,-138.2,-5.5
CCN1CCC2(CN(CCOC)CC23CCN(C(=O)Nc2ccc(Cl)cc2)CC3)C1=O (stereo not given),-6.9,3.5,-14.3,-67.8,-1.3,-2.4,-5.3,1.7
COc1ccc(CNC(=O)CN2C(=O)CSc3cccn3-c3ccccc32)cc1,5.1,7.8,-3.3,-159.8,0.0,3.3,-7.0,-0.5
O=C(O)[C@H]1CCCC[C@H]1C(=O)Nc1ccc(S(=O)(=O)NC2CCCCC2)cc1,-0.4,0.2,4.8,2.0,0.5,1.4,6.6,3.4
N#Cc1cccc(NC(=O)C2Cc3ccccc3CN2C(=O)c2ccco2)c1 (stereo not given),/,-3.3,15.9,-21.1,-6.9,-25.0,/,-3.4
CNc1nc(C(N)=O)c(NC(=O)c2ccccc2F)s1,-29.0,-12.7,-10.3,2.0,1.5,0.1,-77.1,-1.4
COC(=O)c1ccc(NS(=O)(=O)c2c[nH]c3ccc([N+](=O)[O-])cc23)cc1,14.3,1.6,45.0*,16.9,1.6,5.8,28.3,14.9
COc1ccccc1NC(=O)N1CCN(C2=CC3=NC(C)CN3C=N2)CC1 (stereo not given),-5.5,2.8,-2.6,-11.3,-4.2,0.5,-0.1,0.1
COc1ccc(CC(NCc2ccco2)c2ccccc2)cc1 (stereo not given),4.9,9.6,-0.5,0.7,1.3,3.2,-1.3,1.2
O=c1[nH]c(-c2ccccc2)nc2c1CCN(S(=O)(=O)c1cccc3cccnc13)C2,7.0,10.7,/,10.7,2.7,7.2,11.8,3.9
O=C(Cn1cnc2c(c1=O)CCCC2)NC1CCCC1,-7.9,0.5,-2.2,-0.1,1.1,1.2,9.2,-0.4
Cc1ccc2c(c1C)NC(=O)[C@]21[C@@H]2C(=O)N(c3cccc(Cl)c3)C(=O)[C@@H]2[C@@H]2CCCN21,-271.1,-182.0,-177.2,-330.0,-160.6,-151.4,i,-3.2
CCOC(=O)c1cnc(N2CCc3ccccc32)c2ccccc12,-9.9,-4.6,0.0,-2.6,-0.4,-11.8,-26.3,-6.1
Cc1cc(-c2ncc(C)[nH]2)nc(C2CCCCN2C(=O)c2ccccc2)n1 (stereo not given),5.5,12.7,6.7,0.0,0.3,2.2,15.2,0.6
Cc1c(C(=O)N2CCCCCC2)oc2ccc3c(c12)C(O)CC1(CCCCC1)O3 (stereo not given),15.7,6.7,8.2,24.9,9.3,-1.6,16.7,7.9
COC(=O)c1ccc(C2c3[nH]c4ccccc4c3C[C@H]3C(=O)N(CCC4=CCCCC4)CC(=O)N23)cc1 (stereo not given in full),-85.8,-55.3,-60.3,-32.9,-20.3,-18.5,-272.4,-1.8
Cc1cc(=O)n2[nH]c(C3CCCCN3C(=O)c3ccncc3)cc2n1 (stereo not given),/,-2.3,-3.7,1.8,-0.9,/,/,0.1
CC(=O)c1ccc(NC(=O)CN2C(=O)C(O)(c3cccc(F)c3)c3ccccc32)cc1 (stereo not given),-2.7,-1.0,3.4,5.8,4.6,1.1,4.7,3.3
COCCN1C(=O)CCc2cc(NS(=O)(=O)c3ccccc3C)ccc21,-10.8,-9.4,-6.4,-3.4,-0.4,-1.5,-27.2,-0.3
CCCCCn1c(SCC(=O)CC(=O)OCC)nc2cc(C(=O)NCc3ccco3)ccc2c1=O,-26.6,-5.6,34.2*,63.4*,-5.6,-4.2,-100.7,7.1
CC(OC(=O)c1cc(S(=O)(=O)N2CCOCC2)ccc1F)C(=O)NCC1CCCCC1 (stereo not given),-4.4,3.3,-0.2,0.2,-1.5,-4.0,-2.0,0.2
CCc1ccc(NC(=O)c2cccc(-n3cnnc3)n2)cc1,0.1,0.0,-3.7,-25.0,2.9,0.7,-0.6,-0.1
CCc1cnc(N2CC[C@@H]3Oc4ccccc4S(=O)(=O)N(CC)[C@H]3CC2)nc1,-7.9,-6.5,-15.1,-33.3,-1.0,0.4,-29.2,-3.7

# One compound at a time (already shown):
# CCc1ccc(NC(=O)c2cccc(-n3cnnc3)n2)cc1 across the screens: USP28 inh: 0.1; OTUD3 inh: 0.0; USP17 inh: -3.7; USP8 inh: -25.0; UCHL1 block: 2.9; USP7 inh: 0.7; USP30 block: -0.6; USP10 inh: -0.1
# O=C(Nc1ccc2c(c1)OCO2)c1ccc(-c2ccc(N3CCOCC3)nn2)cc1 across the screens: USP28 inh: -15.1; OTUD3 inh: -1.6; USP17 inh: -2.3; USP8 inh: -1.0; UCHL1 block: -3.6; USP7 inh: 3.1; USP30 block: -0.9; USP10 inh: 1.9

# (further entries)
SMILES,USP28 inh,OTUD3 inh,USP17 inh,USP8 inh,UCHL1 block,USP7 inh,USP30 block,USP10 inh
COc1ccc(S(=O)(=O)N2CCN(c3nnnn3-c3ccccc3)CC2)cc1,13.8,12.8,13.9,11.7,1.0,6.0,29.7,0.6
O=C(NCC1CCCO1)c1cn2ccccc2n1 (stereo not given),-17.7,-6.0,-9.1,-9.1,-0.5,-0.7,-46.0,-2.1
Cc1cccc(Nc2cccc(C3CCCN3C(=O)c3cccnc3)n2)n1 (stereo not given),-0.1,-0.9,0.2,3.4,-1.4,-6.1,-0.9,0.3
c1cn(CCCNc2ncnc3ccsc23)cn1,7.5,6.8,4.8,6.6,-0.9,3.5,2.6,-1.1
COc1ccc(-c2[nH]c3ncccc3c2CN(C)C(C)c2ccc(OC)cc2)cc1 (stereo not given),-6.9,-6.4,-11.1,-40.8,1.9,0.1,-7.4,3.2
CCOc1ccc(-n2c(C)cc(/C=C(\C#N)c3nc4ccccc4[nH]3)c2C)cc1,-213.0,-216.6,-156.3,-198.2,-168.2,-160.7,i,-11.4
Cc1nc(C)c(-c2ccc(SCC(=O)Nc3ccc4c(c3)OCCO4)nn2)s1,-15.1,-30.4,-34.7,-33.7,0.0,2.4,-115.2,4.4
Cc1ccc(C(CNC(=O)COc2ccc(Cl)cc2)N2CCN(C)CC2)cc1 (stereo not given),-5.9,-8.4,-12.3,-5.3,-4.6,-8.4,-8.0,-5.3
Cc1ccccc1C(=O)Nc1cc(=O)[nH]c2nc(CCc3ccccc3)nn12,1.0,2.7,2.3,8.9,0.4,5.2,-10.8,12.3
c1ccc(-c2cc(N3CCOCC3)c3ccccc3n2)cc1,1.7,5.6,6.6,14.4,4.5,4.7,22.6,2.3
CC(=O)c1ccc(N(C(=O)c2cnccn2)C(C(=O)NC2CCCCC2)c2ccc(F)cc2)cc1 (stereo not given),-13.1,-2.2,-6.7,-15.5,-51.1,-7.8,-21.6,-1.1
O=S(=O)(c1ccc(-c2noc(-c3ccccn3)n2)cc1)N1CCCCC1,-6.7,-2.2,29.8,-1.3,-0.4,2.3,7.7,-2.9
Cc1cc(-c2cnc(N3CCCC3)nc2C2CCN(c3nccc(C)n3)CC2)on1,1.3,0.4,8.4,0.0,4.4,9.0,-1.6,-2.7
CCOC(=O)c1c(S(=O)(=O)NCC(=O)Nc2ccc(F)cc2)c(C)n(C)c1C,4.3,3.8,-3.3,-27.1,1.1,1.5,4.7,0.0
O=C(O)CCC(=O)Nc1cccc(-c2nnc(-c3ccccc3)o2)c1,8.4,9.2,19.4,14.8,2.2,1.6,33.0*,2.9
CCn1c(SCC(=O)Nc2ccc3c(c2)OCCO3)nnc1C1CC1,14.6,2.8,7.4,1.9,3.7,5.7,10.0,3.1
COc1cc(Br)c(-c2nc3ccccc3s2)cc1OC,-9.4,-8.5,-0.1,-36.2,0.1,-22.9,-0.3,0.8
CSCCC(NC(=O)COc1ccc(Cl)cc1)c1nc2ccccc2[nH]1 (stereo not given),-25.8,-21.5,/,-11.1,-5.5,-22.3,-106.1,-9.6
COc1cc(O)ccc1CN1CCCC2(Cc3ccccc3CNC2=O)C1 (stereo not given),-30.7,-40.6,-21.2,-8.5,-6.1,2.4,-86.1,-3.0
COc1ccc(C(=O)COC(=O)C(NC(=O)c2ccc(C(C)(C)C)cc2)C(C)C)cc1 (stereo not given),-5.2,-3.3,0.6,0.7,1.5,10.0,-14.9,3.7
O=C(NC[C@H]1OC[C@@H]2CN(Cc3ccco3)CC[C@@H]21)c1cscn1,-1.4,3.8,-3.7,-33.9,-0.1,-0.1,4.2,3.6
CCOC(=O)N1CCN(C(=O)c2cc(-c3ccc(OCC)cc3)n[nH]2)CC1,-4.9,-4.9,-1.1,-28.8,-2.3,-2.2,13.8,3.1
O=C(COC(=O)c1ccc(O)cc1)Nc1ccc2[nH]c(=O)[nH]c2c1,2.6,-4.3,17.1,0.9,-1.4,2.1,13.8,1.9
O=C(CC1C(=O)Nc2nc(-c3ccccc3)nn21)Nc1cccc2ccccc12 (stereo not given),0.4,-5.0,84.0*,41.4*,0.0,5.8,-3.9,29.1
Cn1ncc2c(N3CCOCC3)nc(C(=O)NCc3ccccc3)nc21,0.8,-1.6,1.8,3.9,-0.1,1.0,7.7,3.9

# Of the compounds above, 3 have an aryl thioether with sulfur outside any ring.
SMILES,USP28 inh,OTUD3 inh,USP17 inh,USP8 inh,UCHL1 block,USP7 inh,USP30 block,USP10 inh
CCCCCn1c(SCC(=O)CC(=O)OCC)nc2cc(C(=O)NCc3ccco3)ccc2c1=O,-26.6,-5.6,34.2*,63.4*,-5.6,-4.2,-100.7,7.1
Cc1nc(C)c(-c2ccc(SCC(=O)Nc3ccc4c(c3)OCCO4)nn2)s1,-15.1,-30.4,-34.7,-33.7,0.0,2.4,-115.2,4.4
CCn1c(SCC(=O)Nc2ccc3c(c2)OCCO3)nnc1C1CC1,14.6,2.8,7.4,1.9,3.7,5.7,10.0,3.1

# Continued:
SMILES,USP28 inh,OTUD3 inh,USP17 inh,USP8 inh,UCHL1 block,USP7 inh,USP30 block,USP10 inh
CCn1c(=O)n(CC(=O)O)c(=O)c2cnc(-c3ccccc3)nc21,2.8,2.1,0.7,-4.3,0.9,3.0,6.7,-3.2
O=C(NCCCN1CCCC1=O)c1cnn2c(C(F)(F)F)cc(-c3ccccc3)nc12,2.0,5.4,13.6,1.0,2.1,3.2,7.6,-1.1
O=C(Cn1cnc(-c2noc(-c3ccccc3)n2)c1)Nc1ccccc1,/,-2.1,28.3,89.8*,29.3,18.0,/,42.0*
CN(C)CCN1C(=O)C(O)=C(C(=O)c2cc3ccccc3o2)C1c1ccco1 (stereo not given),-7.6,-5.7,-2.8,6.8,-6.6,-4.1,-6.2,-0.5
CC(C)Nc1nc2c(cc1C(=O)NCC1CC1)CCN(Cc1cccnc1)CC2,-198.1,-102.2,-112.6,-126.9,-9.4,-63.3,-466.3,-8.9
Cc1nnc(-c2ccc3ccn(CC(=O)Nc4ccccn4)c3c2)o1,11.4,9.0,8.0,5.0,0.5,0.6,-4.8,0.1
COc1nc2c(c(-c3ccco3)c1C#N)Cc1cc(NC(C)=O)ccc1-2,-1.4,-1.5,38.7*,65.8*,-1.1,-51.9,-128.9,-2.2
CCn1c(NC(=O)c2cccnc2N2CCCC2)nc2ccccc21,-0.4,-1.3,-6.6,-11.4,-0.8,0.4,3.3,-7.2
O=S(=O)(c1cn[nH]c1)N1C[C@H]2CC(OCc3ccccc3)C[C@H]2C1 (stereo not given in full),1.5,1.2,-1.2,1.4,-0.3,0.7,0.6,1.5
Cc1c(-c2noc(-c3cccc(N(C)C)c3)n2)nnn1Cc1cccc(F)c1,-4.1,-1.7,0.6,-2.6,0.0,3.0,-2.6,4.4
O=C1C2=C(C(c3ccccc3)=NCCN2)C(c2cccc(F)c2)N1c1ccccc1 (stereo not given),3.8,6.3,-0.3,-76.2,-0.3,1.7,31.8*,-2.8
O=C(Nc1ccccc1)[C@H]1C[C@@H]2CN(c3ncc(F)cn3)C[C@H]1O2,9.0,9.1,8.8,-9.5,2.8,2.5,25.3,0.7
Cc1cc(/C=C(\C#N)c2nc3ccccc3[nH]2)c(C)n1CC(F)(F)F,-233.5,-202.7,-157.8,-263.2,-151.9,-136.6,i,0.0
COc1cccc2c1OCC(C(=O)NCc1ccc(F)cc1)=C2,50.6*,-4.9,0.0,1.7,-0.5,-4.5,-13.5,0.2

# Some of the entries above, reformatted:
USP28 inh | OTUD3 inh | USP17 inh | USP8 inh | UCHL1 block | USP7 inh | USP30 block | USP10 inh | mol
-1.4 | -1.5 | 38.7* | 65.8* | -1.1 | -51.9 | -128.9 | -2.2 | COc1nc2c(c(-c3ccco3)c1C#N)Cc1cc(NC(C)=O)ccc1-2
-0.4 | -1.3 | -6.6 | -11.4 | -0.8 | 0.4 | 3.3 | -7.2 | CCn1c(NC(=O)c2cccnc2N2CCCC2)nc2ccccc21
